PPARg SRC1 recr: promotes SRC-1 coactivator recruitment by human PPARgamma; actives 0.41% (n = 200,000); activation, % at 8 µM; PPARgamma-SRC-1 coactivator recruitment biochemical assay; P37231; in the data active = activation above about 19%;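 also: 0% = DMSO and 100% = reference agonist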
TR-FRET SRC-2 ct: counter-screen for PPARgamma SRC-2 recruitment agonists: TR-FRET artefact | actives 0.4% (n = 200,000) | stronger effect = higher value | TR-FRET ratio at 8 µM; in the data active = TR-FRET ratio above about 2000; also: inactives centre near 1500
S1P3 antagonist: blocks the human S1P3 receptor. Q99500. CHO S1P3 NFAT-BLA reporter, FRET fluorescence, antagonist mode. inhibition, % at 4.98 µM. actives 0.27% (n = 170,000);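 active = inhibition above the plate cutoff, the mean inhibition of test wells on that plate plus 3 SD, cut at about 28% in these data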;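 also: cells challenged with S1P at its EC80 of 0.8 µM; blue over green emission ratio from cleaved BLA substrate after 4 h stimulation; 0% = S1P-stimulated wells and 100% = unstimulated DMSO-only wells; some compounds past the cut are filed as inactive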
Target sequence (Q99500 whole entry, looked up): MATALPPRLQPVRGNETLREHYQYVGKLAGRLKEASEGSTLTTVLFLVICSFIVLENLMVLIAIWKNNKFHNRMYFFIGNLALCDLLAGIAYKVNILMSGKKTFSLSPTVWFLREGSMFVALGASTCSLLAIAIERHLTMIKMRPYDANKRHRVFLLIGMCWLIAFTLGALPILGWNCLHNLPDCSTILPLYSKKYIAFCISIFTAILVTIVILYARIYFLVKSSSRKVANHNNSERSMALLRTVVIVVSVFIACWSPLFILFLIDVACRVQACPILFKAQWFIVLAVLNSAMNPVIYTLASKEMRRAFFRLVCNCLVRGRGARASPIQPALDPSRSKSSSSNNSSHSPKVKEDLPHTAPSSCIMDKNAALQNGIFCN
G6PDH counter: inhibits Leuconostoc G6PDH, flagging false hits in G6PDH-based assays; AID 1020; inhibition, % at 5 µM; actives 0.12% (n = 200,000); Purified L. mesenteroides G6PDH, diaphorase/resazurin coupled fluorescence, 45 min; in the data active = inhibition above about 50%
PMI activator: phosphomannose isomerase (human) activation | purified human PMI, coupled resazurin fluorescence, 20 min; stronger effect = higher value; 1 = vehicle control, 0 substrate-free wells | activation factor at 20 µM | actives 0.005% (n = 190,000);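 active = activation factor of 2 or more at 20 µM, relative to plate controls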
PMI act satM6P: increases human PMI activity with near-saturating mannose 6-phosphate; P34949; coupled PMI enzyme assay, resazurin fluorescence, 20 min; stronger effect = higher value; 1 = untreated enzyme, 0 = substrate-free blank; activation factor at 20 µM; actives 0.34% (n = 190,000); AID 1216;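 active = activation factor of 2 or more at 20 µM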
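Test system: Human PMI in coupled enzyme assay | Input: 15 ng/mL PMI | Medium: HEPES-buffered pH 7.4 with magnesium and detergent | Compound: One concentration, 20 µM, in 1% DMSO | Incubation: Enzyme reaction with compound 20 min at room temperature | Detection: Diaphorase-driven resazurin-to-resorufin fluorescence, excitation 544, emission 590 nm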
ROMK mod: modulates human ROMK potassium channel activity | P48048 | Tet-inducible ROMK, thallium flux fluorescence; actives lie on both sides | B-score at 10 µM | actives 2% (n = 130,000) | AID 1918;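 active = signal ratio slope over the read window, or its plate-corrected B-score, at least 3 SD from the plate mean, either direction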;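 also: B-score of the F/F0 ratio slope over 7 to 12 s after thallium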
Target sequence (P48048 whole entry, looked up): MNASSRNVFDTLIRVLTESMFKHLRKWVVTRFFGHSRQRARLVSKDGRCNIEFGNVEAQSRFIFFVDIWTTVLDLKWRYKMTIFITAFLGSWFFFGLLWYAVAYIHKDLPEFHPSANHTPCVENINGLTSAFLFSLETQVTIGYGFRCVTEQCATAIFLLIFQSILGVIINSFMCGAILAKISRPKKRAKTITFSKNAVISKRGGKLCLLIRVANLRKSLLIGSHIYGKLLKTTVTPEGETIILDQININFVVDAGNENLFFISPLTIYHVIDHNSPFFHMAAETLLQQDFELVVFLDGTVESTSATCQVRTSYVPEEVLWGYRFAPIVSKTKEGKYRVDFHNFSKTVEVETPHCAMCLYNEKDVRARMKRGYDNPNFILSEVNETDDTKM
PPARg SRC-3 ag: PPARgamma-driven SRC-3 recruitment agonism. P37231. biochemical PPARgamma/SRC-3 coactivator recruitment assay. activation, % at 8 µM. actives 0.26% (n = 200,000). AID 731; in the data active = activation above about 23%;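 also: 0% = DMSO and 100% = reference agonist; some compounds past the cut are filed as inactive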
Diaph act CS: counter-screen for diaphorase-based assays: diaphorase activators and chemical reducers; Diaphorase/resazurin coupled assay, resorufin fluorescence, 16 min; stronger effect = higher value; 1 = vehicle wells, 0 = NADH-free wells; AID 1229; actives 0.005% (n = 190,000); activation factor at 20 µM;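 active = diaphorase activity raised at least twofold by the compound at 20 µM; inactive = activation factor below 2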
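Test system: Clostridium kluyveri diaphorase, purified enzyme; input: enzyme 0.07 U/mL final; buffer or medium: 50 mM HEPES pH 7.4 with 4.542 mM MgCl2, 0.005% Tween 20; also added: 0.114 mM NADH and 0.1 mM resazurin, final amounts; schedule: 16 min enzyme reaction, ambient temperature; technique: fluorescence of resorufin, 544 nm excitation, 590 nm emission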
Diaphorase inh: counter-screen for diaphorase-based assays: diaphorase inhibitors and chemical oxidizers; actives 0.69% (n = 190,000); AID 1217; inhibition, % at 20 µM; diaphorase resazurin-to-resorufin fluorescence, NADH, 16 min; bacterial (C. kluyveri) enzyme, not human;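 active = primary screen inhibition at 20 µM above a set limit, cut at about 50% in these data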;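 also: plate controls were DMSO with full reaction for no effect and wells lacking NADH for full effect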
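Assay system: diaphorase enzyme from Clostridium kluyveri. Quantity: enzyme working solution with 0.14 U/mL diaphorase. Schedule: reaction incubation of 16 min at room temperature. Technique: resorufin fluorescence, excitation 544 nm, emission 590 nm. Controls: No-NADH positive control and DMSO neutral control.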
PPARg SRC2 recr: PPARgamma-driven SRC-2 recruitment agonism; AID 1032; P37231; PPARgamma LBD-SRC-2 recruitment, biochemical; actives 0.34% (n = 200,000); activation, % at 8 µM; in the data active = activation above about 22%;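 also: 0% = vehicle and 100% = reference agonist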
* = called active by the depositor; nt = no result given.

SMILES	PPARg SRC1 recr	TR-FRET SRC-2 ct	S1P3 antagonist	G6PDH counter	PMI activator	PMI act satM6P	ROMK mod	PPARg SRC-3 ag	Diaph act CS	Diaphorase inh	PPARg SRC2 recr
O=C1C(Cl)=C(N2CCN(Cc3ccccc3)CC2)C(=O)N1Cc1ccccc1	0	1748	nt	6	1.1	1.5	nt	3	0.8	16	-2
N#Cc1cc2c(nc1SCc1cccc(Cl)c1)CCCCC2	18	1696	nt	3	0.9	0.9	nt	-2	0.9	9	17
CCOC(=O)/C=C1\SCC(=O)N1CC(=O)NCCc1ccc(F)cc1	1	1538	-12	2	1	1	-0.91	3	0.9	10	-6
COc1ccc(C(=O)O)cc1S(=O)(=O)NCCCN1CCCC1=O	6	1598	-5	0	1	1	0.09	-1	0.7	28	2
CCc1nc(CNC(=O)c2cc(OC)c(OC)c(OC)c2)no1	-9	1495	-2	27	0.9	1.1	0.68	-15	1.1	-8	4
O=C(c1ccc(Cn2c(=S)[nH]c3ccc(N4CCOCC4)cc3c2=O)cc1)N1CCC(N2CCCCC2)CC1	2	1561	2	1	1	0.8	-0.19	2	1.1	-11	6
COc1ccc(CC(=O)N2CCCc3ccccc32)cc1	3	1428	nt	3	1.1	1.1	nt	-2	1.1	-8	-4
COc1cccc(/C=C2/SC(=O)N(CC(=O)N3CCc4ccccc4C3)C2=O)c1OCC(=O)O	-4	1294	nt	2	0.9	1	-1.3	-12	0.8	22	1
CN(CC(=O)N1CCN(Cc2ccccc2)CC1)S(=O)(=O)c1cccc2nsnc12	0	1479	-20	2	0.9	1	-0.017	-6	0.9	8	-7
CCn1c(=NC(=O)c2ccc(S(=O)(=O)N(C)C)cc2)sc2cccc(OC)c21	1	1298	-15	-9	1.1	1	0.21	-8	0.9	14	-13
CCc1ccccc1S(=O)(=O)Cc1ccc(C(=O)N2CCN(c3ccccc3OC)CC2)o1	-2	1365	-4	2	0.9	1	nt	2	0.8	23	-12
O=C(Nc1ccc(NC(=O)c2ccco2)c(Cl)c1)c1ccccc1	-11	1268	10	17	0.9	1	0.48	4	1	-5	1
CC(C)(C)c1ccc(/C=C/C(=O)c2ccc(NC3=NCCCS3)cc2)cc1	-6	1779	3	-30	0.8	0.8	nt	2	0.9	10	0
COc1ccc(C(=O)OCn2nnc3ccccc3c2=O)cc1[N+](=O)[O-]	2	1571	-13	-2	1.1	0.9	1.3	0	1	3	1
COc1ccc2[nH]c3nc(SC(C)C)nnc3c2c1	2	1698	8	5	1	1	nt	2	1.1	-7	1
COc1ccc(CCNC(=O)NC2CCCCC2)cc1	-2	1413	nt	5	0.9	1	nt	-1	1	4	15
C=CCNC(=O)NC(=O)COC(=O)CNS(=O)(=O)c1ccc(F)c(F)c1F	-3	1342	-4	0	1.2	1.1	-0.9	0	1.1	-12	-3
CCc1ccc(OCC(=O)N/N=C(\C)c2ccccc2OC(F)F)cc1	-6	1600	-10	7	0.8	0.8	0.19	3	0.8	23	-4
Cc1ccc2cc(C(c3nnnn3CC3CCCO3)N3CCCC4(CCCCC4)C3)c(=O)[nH]c2c1 (centres undefined)	9	1546	-8	nt	nt	nt	0.15	-5	nt	nt	-3
CC1(C)Cc2c(sc3ncn(N)c(=N)c23)CO1	-2	1482	nt	9	1	1.1	1.3	-5	0.9	8	5
CCn1cc(C(=O)N2CC(C)CC(C)C2)c(=O)c2cc(S(=O)(=O)N(C)C)ccc21 (centres undefined)	-2	1499	-23	12	1	0.9	nt	-2	0.7	27	-3
CCOC(=O)c1sc(NC(=O)CSc2nc(C)cc(C(F)(F)F)n2)c(C#N)c1C	-6	1507	nt	5	0.7	1	0.77	10	0.9	11	-9
CCOc1ccccc1NC(=O)c1cccc(NC(=O)C(C)C)c1	-3	1612	-10	17	1.1	1.1	-0.75	0	0.8	16	8
COCCN(C(=O)c1ccccc1F)c1c(N)n(Cc2ccccc2)c(=O)[nH]c1=O	-2	1543	-12	1	1.1	1	-0.48	-3	0.9	10	-11
Cc1cccc(-n2c(SCC(=O)N3CCCC3)nnc2-c2ccccn2)c1C	1	1779	18	-5	1	1	0.61	2	0.9	12	2
COC(=O)c1ccc(Cn2c(CN3CCOCC3)nc3ccccc3c2=O)o1	-2	1515	14	1	1.1	1.1	nt	-11	1.1	-6	-7
c1ccc2c(N3CCCCC3)nnc(N3CCCCC3)c2c1	4	1604	nt	10	0.8	0.9	-1.3	7	0.8	16	10
Nc1nc(-c2ccc3c(c2)CCO3)cs1	-2	1514	0	2	0.8	0.9	-3	-1	0.6	42	-6
CCc1ccccc1NC(=O)CC1SCCNC1=O (centres undefined)	8	1774	-15	1	1.1	1	-1	9	0.9	5	5
CCCOC(=O)c1ccc2c(c1)C(=O)N(c1ccccc1)C2=O	-10	1478	4	3	1	1	nt	-11	1	2	-7
Cc1cc(Nc2ccc(F)c(Cl)c2)n2nc(C)nc2n1	5	1647	-41	12	1	1	1.2	1	0.9	9	16
CCCc1cc(N2CCCC(C(=O)NCC)C2)n2ncnc2n1 (centres undefined)	-4	1601	-8	10	1	1	nt	-9	0.9	12	-16
O=C(CSc1nnc(CNC(=O)c2ccccc2F)o1)Nc1ccc2c(c1)OCCO2	-4	1557	nt	10	0.9	1	0.39	2	1	3	-4
Cc1nnc(NC(=O)c2cccc(S(=O)(=O)N3CCc4ccccc43)c2)s1	8	1519	nt	2	1	1.1	0.02	11	0.8	17	9
CN(NC(N)=O)c1ncc(C(F)(F)F)cc1Cl	3	1624	nt	-2	0.9	0.8	nt	9	1	4	0
CCn1c(SCc2ccc(C(=O)Nc3cc(C)cc(C)c3)cc2)nnc1-c1ccncc1	-7	1489	nt	-34	0.8	0.8	nt	-9	0.8	24	-8

Complete entries as entered above. Screens in order: PPARg SRC1 recr | TR-FRET SRC-2 ct | S1P3 antagonist | G6PDH counter | PMI activator | PMI act satM6P | ROMK mod | PPARg SRC-3 ag | Diaph act CS | Diaphorase inh | PPARg SRC2 recr
`c1ccc2c(N3CCCCC3)nnc(N3CCCCC3)c2c1` in the list: 4 | 1604 | nt | 10 | 0.8 | 0.9 | -1.3 | 7 | 0.8 | 16 | 10
`Cc1cccc(-n2c(SCC(=O)N3CCCC3)nnc2-c2ccccn2)c1C` in the list: 1 | 1779 | 18 | -5 | 1 | 1 | 0.61 | 2 | 0.9 | 12 | 2

More structures.
SMILES	PPARg SRC1 recr	TR-FRET SRC-2 ct	S1P3 antagonist	G6PDH counter	PMI activator	PMI act satM6P	ROMK mod	PPARg SRC-3 ag	Diaph act CS	Diaphorase inh	PPARg SRC2 recr
CCc1cccc(C)c1NC(=O)C1CCN(C(=O)c2ccc([N+](=O)[O-])cc2)CC1	1	1486	-17	8	1	1	-0.078	2	0.9	6	-1
COc1cccc(CNC(=O)C2CCN(S(=O)(=O)N3CCCCC3)CC2)c1	7	1538	12	8	0.9	0.8	nt	-5	0.9	12	-6
O=S(=O)(Nc1ncccn1)c1ccc(NS(=O)(=O)c2cc(Cl)ccc2Cl)cc1	3	1525	-22	2	1.2	1.2	-0.16	-3	0.9	8	-7
CC(C)CC1(C)NC(=O)N(CCN2C(=O)c3ccccc3C2=O)C1=O (centres undefined)	-5	1478	-9	10	1	0.9	nt	3	0.8	20	6
COCCCNC(=O)c1ccc(CS(=O)(=O)c2ccc(Br)cc2)o1	0	1694	-26	11	0.9	0.9	nt	-7	0.8	18	-8
Cc1cc(NC(=O)COC(=O)C2CCN(S(=O)(=O)c3c(Cl)cccc3Cl)CC2)no1	0	1566	nt	4	0.9	0.9	-0.23	-7	0.9	12	3
O=C(Nc1ccccn1)c1ccco1	8	1619	nt	-1	1	1	nt	7	1	4	17
COc1ccccc1NC(=O)/C(C#N)=C/c1c(C)nn(-c2ccc(F)cc2)c1Cl	-3	1439	13	-25	1	1	nt	6	0.9	13	0
Cc1cc(NC(=O)c2cc3n(n2)C(C(F)(F)F)CC(c2ccco2)N3)n(-c2ccccc2)n1 (centres undefined)	-11	1473	35	-27	0.9	0.9	nt	8	0.9	14	-4
CCOc1cc(/C=N/NC(=S)Nc2ccccc2C(F)(F)F)ccc1OCC(=O)N1CCOCC1	-1	1543	4	20	0.8	0.8	0.0039	3	0.8	21	1
CCn1c(SCC(=O)N2CCCc3ccccc32)nnc1-c1cccs1	6	1578	-1	-4	0.9	1	-0.085	0	0.9	5	13
O=C(O)c1cccc(S(=O)(=O)Nc2ccc(O)cc2Sc2nc3ccccc3s2)c1	0	1429	-1	1	1.6	1.9	0.18	-3	0.9	8	-4
Cc1ccc(NC(=O)CN(c2cc(C)cc(C)c2)S(=O)(=O)c2c(C)noc2C)nc1	5	1634	-34	2	0.9	0.9	nt	4	0.8	17	14
Cc1ccc(N2CC(C(=O)Nc3cccnc3)CC2=O)cc1 (centres undefined)	-5	1394	-4	-2	0.9	1	nt	-2	1	4	-12
CCOc1ccc(N(C(=O)Nc2ccccc2)C2=NCCC2)cc1	-1	1363	nt	-4	0.9	1	-0.49	8	0.9	7	0
c1ccc(-c2nc3ccccc3nc2N2CCOCC2)cc1	10	1671	-20	2	1	1	-1.7	4	0.7	33	6
CN1C(=O)CC(C(=O)O)SC1=Nc1cccc(C(F)(F)F)c1 (centres undefined)	1	1533	-24	1	1	1	0.18	9	0.8	15	-2
Cn1nc(C(C)(C)C)c([N+](=O)[O-])c1C(=O)NC(C)(C)C	-2	1457	-16	6	1.1	1.1	-0.44	-1	1	3	3
COc1ccc2c(c1)CCCC21NC(=O)N(CC(N)=O)C1=O (centres undefined)	2	1528	nt	-1	1	0.9	nt	0	0.8	17	1
CN(C)S(=O)(=O)c1cccc(NC(=O)c2cc(-c3cccs3)nc3ccccc23)c1	0	2036*	3	3	0.9	0.9	0.64	7	0.8	15	-6
CCCCCn1c(CCNC(=O)CCC)nc2ccccc21	-3	1230	-30	-10	0.9	0.9	nt	6	0.9	11	3
Cc1cc(C)c2nc(SCC(=O)NC(=O)c3cccn3C)cc(C)c2c1	0	1458	-15	-5	1.5	1.3	-0.065	-1	0.9	9	-3
CCOc1ccc(C(C)=O)cc1Cc1c(O)nc(N)[nH]c1=O	0	1638	-3	1	0.9	1	nt	4	0.9	8	5
O=C(N=Nc1c(O)[nH]c2ccccc12)c1ccccc1NS(=O)(=O)c1cccs1	-3	1469	2	9	1.1	1.1	nt	-3	0.9	12	-9

As entered above:
CCOc1ccc(N(C(=O)Nc2ccccc2)C2=NCCC2)cc1 in TR-FRET SRC-2 ct reads 1363
Cn1nc(C(C)(C)C)c([N+](=O)[O-])c1C(=O)NC(C)(C)C in ROMK mod reads -0.44
O=C(N=Nc1c(O)[nH]c2ccccc12)c1ccccc1NS(=O)(=O)c1cccs1 in Diaph act CS reads 0.9
c1ccc(-c2nc3ccccc3nc2N2CCOCC2)cc1 in TR-FRET SRC-2 ct reads 1671

Source: PubChem
